Screening data (PubChem BioAssay)
SKN-1 block – suppressors of acrylamide-induced Pgst-4::GFP reporter in worms, primary screen, SKN-1 inhibitor project, whole organism, uHTS, GFP/RFP fluorescence ratio, strain VP596 | C. elegans VP596 Pgst-4::GFP/RFP ratio, 24 h | inhibition, % at 21.8 µM | hit rate 0.49% among 360,000 | AID 624304, 2012;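 active = interference check ratio from 0.5 to 1.5 plus GFP to RFP signal ratio inhibition reaching or exceeding a fixed threshold, cut at about 30% in these data, passing the limit was not always enough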; also: some compounds called inactive have numbers as strong as hits
PABP1 MLLE inh – inhibitors of PABP1 MLLE–PAM2 peptide binding, primary screen, biochemical, fluorescence polarization, FITC-PAM2, GST-MLLE. inhibition, % at 20 µM. Polyadenylate-binding protein 1 (Homo sapiens), P11940. AID 588489, 2011. hit rate 0.36% among 360,000; in the data active = inhibition above about 35%, passing the limit was not always enough;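 also: plate controls were DMSO wells with GST-MLLE for no effect and wells lacking GST-MLLE protein for full effect; some results filed as inactive read as strong as hits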
E coli Lon inh – inhibitors of E. coli Lon protease, primary screen, biochemical, fluorescence polarization. P0A9M0. hit rate 0.42% among 360,000. purified E. coli Lon protease. inhibition, % at 7.94 µM; in the data active = inhibition above about 13%, passing the limit was not always enough;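 also: 0% = enzyme with probe and DMSO and 100% = no enzyme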
MsrA act – bovine MsrA enzyme activators, primary screen, biochemical, absorbance, HTS. Methionine sulfoxide reductase A (Bos taurus). purified bovine MsrA, absorbance read-out. activation, % at 10.6 µM. hit rate 0.3% among 360,000; in the data active = activation above about 7.5%;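 also: 0% = vehicle and 100% = reference activator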
Neddylation inh – inhibitors of cullin neddylation, primary screen, biochemical, TR-FRET, uHTS, NAE and Ubc12 | NEDD8-conjugating enzyme Ubc12 (Homo sapiens) + NEDD8-activating enzyme E1 regulatory … | calls only at 25 µM | hit rate 0.58% among 360,000 | AID 651699, 2012; in the data active = inhibition above about 36%
MT1-MMP act inh – blockers of MT1-MMP proenzyme processing, primary screen, HT1080 RFP-PRO-GFP cells, GFP/RFP fluorescence | GFP/RFP ratio fluorescence, overnight; percent of plate control window, DMSO zero | AID 651647, 2012 | hit rate 0.061% among 360,000 | GFP/RFP ratio change, % at 20 µM;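 active = GFP/RFP ratio change of at least 30% with cell ATP level not reduced by more than half and red fluorescence within 50% of control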; also: strong numbers were not always called active
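Material – HT1080 RFP-PRO-GFP cells · Control set – DMSO wells and RFP-L50D-GFP cells · Incubation – overnight cell settling, then overnight compound exposure, 37 °C, 5% CO2 · Compound dosing – single-point 20 µM compound, 1% DMSO · Read-out – GFP/RFP fluorescence ratio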
NRP1-CendR mod – modulators of CendR peptide binding to NRP-1, primary screen, biochemical, fluorescence polarization, uHTS. Neuropilin-1 (Homo sapiens), O14786. FAM-RPARPAR peptide binding to NRP-1. inhibition, % at 25 µM. hit rate 0.85% among 360,000. AID 602438, 2012;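 active = inhibition or corrected inhibition above about 18%, plus a signal ratio from 0.5 to 1.5, limit read from the data, passing the limit was not always enough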; also: strong numbers were not always called active
Target sequence (O14786 whole entry, looked up): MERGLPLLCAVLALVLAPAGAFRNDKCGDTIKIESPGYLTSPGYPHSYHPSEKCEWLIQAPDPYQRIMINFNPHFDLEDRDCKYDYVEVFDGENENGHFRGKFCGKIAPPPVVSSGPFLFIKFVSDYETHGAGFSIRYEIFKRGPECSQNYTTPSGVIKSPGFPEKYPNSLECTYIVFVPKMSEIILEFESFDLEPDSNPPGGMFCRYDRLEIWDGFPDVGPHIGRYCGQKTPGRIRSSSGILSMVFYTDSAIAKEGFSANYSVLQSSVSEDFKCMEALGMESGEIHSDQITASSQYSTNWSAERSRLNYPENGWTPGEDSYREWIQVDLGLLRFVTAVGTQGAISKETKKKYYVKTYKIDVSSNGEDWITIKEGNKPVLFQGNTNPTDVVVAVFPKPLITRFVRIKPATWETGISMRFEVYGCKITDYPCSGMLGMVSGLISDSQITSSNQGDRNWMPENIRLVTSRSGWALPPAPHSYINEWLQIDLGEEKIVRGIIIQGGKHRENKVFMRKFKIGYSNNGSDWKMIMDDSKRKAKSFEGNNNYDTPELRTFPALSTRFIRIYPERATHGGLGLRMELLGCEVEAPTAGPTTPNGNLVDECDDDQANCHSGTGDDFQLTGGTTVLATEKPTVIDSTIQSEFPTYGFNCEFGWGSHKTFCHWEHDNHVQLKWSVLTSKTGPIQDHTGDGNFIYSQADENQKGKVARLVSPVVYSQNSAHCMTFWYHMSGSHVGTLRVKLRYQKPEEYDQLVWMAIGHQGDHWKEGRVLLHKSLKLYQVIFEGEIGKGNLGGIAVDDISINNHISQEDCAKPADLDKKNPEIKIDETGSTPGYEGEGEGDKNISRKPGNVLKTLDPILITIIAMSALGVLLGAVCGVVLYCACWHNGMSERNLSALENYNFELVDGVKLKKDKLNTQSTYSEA
Rin1-Abl PPI inh – inhibitors of Rin1-Abl protein binding, primary screen, biochemical, TR-FRET. inhibition, % at 7.35 µM. hit rate 0.4% among 360,000. AID 588664, 2011; in the data active = inhibition above about 5%, passing the limit was not always enough
FAS-TE inh – FAS thioesterase domain inhibitors, primary screen, biochemical, fluorescence intensity, uHTS; Fatty acid synthase (Homo sapiens), P49327; recombinant FAS-TE, OMFH fluorogenic substrate, fluorescence endpoint; inhibition, % at 15 µM; hit rate 0.67% among 360,000; AID 602261, 2012;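 active = compounds whose normalised, plate-corrected inhibition of enzyme fluorescence in the single-dose primary screen is 50% or more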;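 also: 0% = DMSO with enzyme and 100% = substrate without enzyme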
Starred values were filed as active, the others as inactive; i = inactive; . = no result given. An unsorted share of the library; 4% or so of the library scored in one or more.

1. CC(C)[C@H](NC(=O)c1ccccc1)C(=O)NC1=NCCS1
2. C[C@H](CO)N1C[C@H](C)[C@@H](CN(C)S(=O)(=O)c2cccs2)Oc2ccc(NC(=O)c3ccncc3)cc2C1=O
3. COc1cc(SC)ccc1C(=O)OCc1nc2ccsc2c(=O)[nH]1
4. COC(=O)c1ccc(Cl)cc1N(Cc1c(F)cccc1Cl)S(C)(=O)=O
5. O=C(CSC(=S)N1CCOCC1)Nc1nccs1
6. NS(=O)(=O)c1cccc(NS(=O)(=O)c2cccc(C(F)(F)F)c2)c1
7. CCOC(=O)c1c(CN2CCN(C)CC2)oc2ccc(OC)cc12
8. CCN1C(=O)C(NC(C)=O)c2cc(OC)ccc21 (centres undefined)
9. O=C(CSc1ccccc1)Nc1ccc2c(c1)OCO2
10. CNC(=O)c1c(NC(=O)C2=COCCO2)sc2c1CCC(C)C2 (centres undefined)

assay / entry | 1 | 2 | 3 | 4 | 5 | 6 | 7 | 8 | 9 | 10
SKN-1 block | 9 | 14 | 4 | 14 | -11 | 8 | -14 | -12 | 25 | 7
PABP1 MLLE inh | 3 | -17 | -5 | -6 | 10 | -6 | 0 | 6 | 10 | -6
E coli Lon inh | 5 | -22 | -4 | 2 | -3 | 0 | -6 | -3 | 0 | -11
MsrA act | -4 | -3 | -2 | -2 | -12 | -2 | -14 | 2 | -2 | 1
Neddylation inh | i | i | i | i | i | i | i | i | i | i
MT1-MMP act inh | -1 | -1 | 0 | 1 | -3 | -3 | 2 | 1 | 0 | 1
NRP1-CendR mod | 2 | -4 | 15 | 0 | 0 | -2 | -10 | 4 | 5 | 3
Rin1-Abl PPI inh | -2 | 2 | 0 | -6 | 2 | -1 | -2 | -3 | -1 | 2
FAS-TE inh | -11 | -11 | 1 | 15 | -4 | -5 | -3 | -6 | 1 | 1

11. COc1ccc(NC(=O)C2CC(c3ccccc3Cl)=NO2)cc1 (centres undefined)
12. CCc1nnc(NC(=O)c2cccc(S(=O)(=O)N(C)c3ccccc3)c2)s1
13. Cc1noc(C)c1NC(=O)N(C)C[C@@H]1Oc2c(NC(=O)c3ccncc3)cccc2C(=O)N([C@H](C)CO)C[C@@H]1C
14. CN(Cc1cccs1)C(=O)c1cccc(S(=O)(=O)N2CCCCCC2)c1
15. CCOc1cc(C=O)ccc1OCC(N)=O
16. Cn1c(C(C#N)C(=O)c2ccco2)nc2ccccc21 (centres undefined)
17. CCCn1nnnc1SCC(=O)N1CCCC1
18. COc1cc2ccccc2cc1C(=O)NC(=S)Nc1cccc(C(=O)O)c1
19. CC(C)C(NC(=O)Nc1ccccc1)C(=O)Nc1cccc(S(=O)(=O)N(C)C)c1 (centres undefined)
20. CCn1ccc(C(=O)Nc2ccsc2C(=O)OC)n1

assay / entry | 11 | 12 | 13 | 14 | 15 | 16 | 17 | 18 | 19 | 20
SKN-1 block | 11 | -3 | -4 | -2 | -1 | 30 | 1 | -3 | -3 | 2
PABP1 MLLE inh | -10 | -14 | -81 | 5 | -11 | 2 | 5 | 40* | -1 | -3
E coli Lon inh | -6 | -5 | -16 | -15 | 3 | 6 | -7 | 1 | -1 | 4
MsrA act | -1 | -10 | -13 | 0 | -3 | -3 | -3 | -2 | -8 | -6
Neddylation inh | i | i | i | i | i | i | i | i | i | i
MT1-MMP act inh | 3 | -3 | 3 | 0 | -2 | 1 | -2 | 8 | 1 | -1
NRP1-CendR mod | 17 | -12 | -8 | 14 | 2 | -2 | -4 | -36 | 14 | -2
Rin1-Abl PPI inh | 2 | 2 | -1 | -3 | 2 | -2 | 0 | 1 | 2 | -18
FAS-TE inh | 2 | -6 | -5 | 2 | -7 | -3 | -6 | -28 | -2 | -3

21. CCCCn1c(N)c(N(CCOC)C(=O)C2CCN(S(=O)(=O)c3ccc(Cl)cc3)CC2)c(=O)[nH]c1=O
22. N#Cc1c(C(F)(F)F)cc(-c2ccccc2)nc1SCCN1CCOCC1
23. O=C(OC(C(=O)NC1CCCCC1)c1ccccn1)c1cccs1 (centres undefined)
24. COc1ccc(S(N)(=O)=O)cc1C(N)=O
25. CCN(CC(=O)NCCc1ccc(S(N)(=O)=O)cc1)Cc1nc2cc(OC)c(OC)cc2c(=O)[nH]1
26. CCOC(=O)c1cc2c(ccn2-c2ccc(F)cc2)n1CC(=O)N(CC)CC
27. O=C(Cc1ccc([N+](=O)[O-])cc1)N1CCCc2ccccc21
28. O=C(C[n+]1ccccc1)N/N=C/c1cccc(Cl)c1Cl
29. COc1ccc(CNC(=O)CCn2c(=O)[nH]c3ccccc3c2=O)cc1
30. CC(O)CNc1nc2sc3c(c2c(=O)n1Cc1ccco1)CCCCC3 (centres undefined)

assay / entry | 21 | 22 | 23 | 24 | 25 | 26 | 27 | 28 | 29 | 30
SKN-1 block | 7 | 4 | -24 | 14 | 9 | 2 | 10 | 14 | -12 | -3
PABP1 MLLE inh | 2 | 13 | -22 | 11 | -21 | 18 | 6 | 7 | -2 | -3
E coli Lon inh | -6 | -12 | 0 | 5 | -6 | 3 | -3 | 2 | 6 | -3
MsrA act | -4 | 5 | -8 | -4 | -1 | 1 | -3 | -1 | -9 | -2
Neddylation inh | i | i | i | i | i | . | i | i | i | i
MT1-MMP act inh | 2 | -26 | -3 | 2 | 0 | 2 | 0 | -3 | 4 | 6
NRP1-CendR mod | 12 | -5 | -4 | -10 | 4 | -1 | 5 | 12 | -9 | 12
Rin1-Abl PPI inh | -1 | 3 | 0 | 1 | 1 | 1 | 6 | -4 | -4 | 3
FAS-TE inh | -3 | 36 | 0 | -11 | -8 | 10 | 6 | -1 | -4 | 9

Whole records, looked up by structure:
O=C(OC(C(=O)NC1CCCCC1)c1ccccn1)c1cccs1 (centres undefined) as listed: SKN-1 block: -24; PABP1 MLLE inh: -22; E coli Lon inh: 0; MsrA act: -8; Neddylation inh: i; MT1-MMP act inh: -3; NRP1-CendR mod: -4; Rin1-Abl PPI inh: 0; FAS-TE inh: 0
CNC(=O)c1c(NC(=O)C2=COCCO2)sc2c1CCC(C)C2 (centres undefined) as listed: SKN-1 block: 7; PABP1 MLLE inh: -6; E coli Lon inh: -11; MsrA act: 1; Neddylation inh: i; MT1-MMP act inh: 1; NRP1-CendR mod: 3; Rin1-Abl PPI inh: 2; FAS-TE inh: 1

Returning to the listing, repeating the 2 entries before the break.
29. COc1ccc(CNC(=O)CCn2c(=O)[nH]c3ccccc3c2=O)cc1
30. CC(O)CNc1nc2sc3c(c2c(=O)n1Cc1ccco1)CCCCC3 (centres undefined)
31. COc1cc(NS(=O)(=O)c2ccc(NC(=O)c3cccnc3)cc2)ncn1
32. O=C1CSC(c2cn(-c3ccccc3)nc2-c2ccc3c(c2)OCCO3)N1CCN1CCOCC1 (centres undefined)
33. Cn1c(=O)n(C)c2cc([N+](=O)[O-])c(N3CCN(C(=O)c4ccc(Cl)cc4)CC3)cc21
34. CC(=O)N(c1ccccc1)C1CCCC1
35. COCCCNC(=S)N/N=C/c1ccc(OC)cc1
36. CCc1ncc(CN2CCCC(C(=O)Nc3ccc(-c4cscn4)cc3)C2)cn1 (centres undefined)
37. Cc1ccc(S(=O)(=O)c2ccccc2)cc1S(=O)(=O)N1CCOCC1
38. O=C(CSc1nncn1-c1ccccc1)N1CCCC1
39. COc1cc(-n2c(C)nc3cc(C(=O)N4CCOCC4)ccc32)cc(OC)c1OC
40. Cc1ccccc1NC(=O)c1cnc2ccccn2c1=O

assay / entry | 29 | 30 | 31 | 32 | 33 | 34 | 35 | 36 | 37 | 38 | 39 | 40
SKN-1 block | -12 | -3 | -7 | 14 | 11 | 8 | -1 | 11 | -9 | 0 | -14 | 1
PABP1 MLLE inh | -2 | -3 | 10 | -6 | -1 | -2 | -1 | -1 | 7 | 4 | 3 | -4
E coli Lon inh | 6 | -3 | 2 | 1 | -3 | 15 | 3 | -11 | -5 | 2 | -4 | -2
MsrA act | -9 | -2 | 0 | -2 | -4 | 0 | -1 | -3 | -2 | -6 | -4 | -1
Neddylation inh | i | i | i | i | i | i | i | i | i | i | i | i
MT1-MMP act inh | 4 | 6 | -4 | 4 | 12 | -2 | 0 | 0 | 4 | 1 | 1 | 4
NRP1-CendR mod | -9 | 12 | 3 | 1 | 7 | -12 | 6 | -6 | 13 | 5 | 5 | 2
Rin1-Abl PPI inh | -4 | 3 | -2 | 0 | 1 | -1 | -2 | 2 | 1 | 2 | 1 | 1
FAS-TE inh | -4 | 9 | -4 | -2 | 11 | -4 | -5 | -4 | -1 | -9 | 2 | -6

41. CCN1CCN(CCCNC(=O)Cn2cc3c(n2)CCCC3)CC1
42. CC(c1nnc(Sc2nnnn2-c2ccccc2)n1-c1ccc(F)cc1)N(C)C (centres undefined)
43. COCCNC(=O)C(c1ccc(F)cc1)N(C(=O)CCC(=O)Nc1ccccn1)c1cccc(C)c1 (centres undefined)
44. CCOC(=O)C(C(=O)OCC)C(C)C#CCN1CCCCC1 (centres undefined)
45. CCOc1cc(NS(=O)(=O)c2ccc(Cl)cc2)c(OCC)cc1NC(=O)CC(C)C
46. O=C(NC1CCCCC1)c1ccc(-n2cnnn2)cc1
47. CCc1noc(C)c1C(=O)N(CC)CC(=O)NCc1ccc(Cl)cc1
48. Cc1cccc(OCCOC(=O)c2ccc(F)c(S(=O)(=O)N3CCOCC3)c2)c1
49. NC(=NCCc1ccccc1)NS(=O)(=O)c1ccccc1
50. COc1cccc(N2CCN(CC(=O)Nc3nnc(-c4ccccc4)s3)CC2)c1
51. COCCCNC(=O)C[C@@H]1C[C@@]2(C(=O)OC)CCCCC=C2N(Cc2ccc3c(c2)OCO3)C1=O
52. CCOC(=O)C1CCN(C(=O)C2CCN(c3nn4c(=O)cc(C)nc4s3)CC2)CC1
53. CCNC(=S)Nc1ccc(S(=O)(=O)Nc2cc(C)nc(C)n2)cc1

assay / entry | 41 | 42 | 43 | 44 | 45 | 46 | 47 | 48 | 49 | 50 | 51 | 52 | 53
SKN-1 block | -6 | 12 | 7 | 12 | 21 | 7 | 10 | -9 | -3 | 19 | 7 | 12 | -5
PABP1 MLLE inh | 12 | -7 | -18 | 2 | -15 | -18 | -12 | 0 | 6 | 3 | . | -8 | 23
E coli Lon inh | -3 | 11 | -6 | 0 | 8 | 9 | -10 | -21 | 7 | -3 | . | -12 | 0
MsrA act | 0 | -1 | -3 | 3 | -3 | -1 | -1 | -6 | 1 | -6 | . | -4 | -4
Neddylation inh | i | i | i | i | i | i | i | i | i | i | i | i | i
MT1-MMP act inh | 8 | 0 | -4 | -1 | -4 | 0 | 5 | 1 | -9 | 3 | -1 | 1 | -2
NRP1-CendR mod | -5 | 6 | 16 | 19 | -1 | -1 | 3 | 3 | -1 | -4 | -5 | 3 | -12
Rin1-Abl PPI inh | -1 | -1 | 1 | 0 | -6 | 0 | 5 | 2 | -3 | 1 | . | -1 | 2
FAS-TE inh | -1 | -3 | -6 | -11 | 22 | -8 | -4 | 25 | -6 | 22 | . | -5 | -1
